KOR beta-arrestin-1 – kappa opioid receptor blockers – cell-based, luminescence, uHTS (AID 1778); inhibition, % at 10 µM, or IC50 in µM where a hit was titrated; hit rate 0.091% among 290,000; KOR beta-arrestin recruitment, luminescence, antagonist mode; higher % means a stronger effect; note: strong numbers were not always called active
PMI inhibition – human PMI inhibitors, high substrate, primary screen, biochemical, fluorescence intensity, high mannose 6-phosphate (AID 1220); recombinant PMI enzyme, coupled fluorescence intensity; higher % means a stronger effect; one-dose inhibition, % at 20 µM; IC50 in µM for titrated hits; hit rate 0.66% among 190,000
LYP inhibition – inhibitors of LYP phosphatase, biochemical, fluorescence intensity, uHTS (AID 1779); inhibition, % at 11.5 µM, or IC50 in µM where a hit was titrated; recombinant LYP phosphatase, fluorescence intensity; higher % means a stronger effect; hit rate 0.054% among 290,000;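 note: plate controls were vehicle with enzyme for no effect and no enzyme for full effect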
HEK293 NOD2/NF-kB – inhibition of NOD2-driven NF-kB reporter – cell-based, luminescence, uHTS, HEK293 (AID 1566) | hit rate 0.63% among 290,000 | HEK293 NOD2/NF-kB luciferase reporter, luminescence; higher % means a stronger effect | inhibition, % at 4 µM, or EC50 in µM where a hit was titrated; note: many of its hits are not listed in these tables
KOR beta-arrestin-2 – KOR agonists, beta-arrestin recruitment, primary screen, cell-based, luminescence, uHTS (AID 1777). KOR beta-arrestin recruitment, luminescence; higher % means a stronger effect. hit rate 0.02% among 280,000. activation, % at 10 µM; hits with a dose series show EC50 in µM; in the data active = activation above about 50%, passing the limit was not always enough; note: a part of the inactive calls stands beside numbers as strong as those of hits
NOD1 NF-kB reporter – inhibition of NOD1-driven NF-kB reporter – cell-based, luminescence, uHTS, primary screen (AID 1578); NOD1-driven NF-kB luciferase reporter cells, luminescence; higher % means a stronger effect; one-dose inhibition, % at 4 µM; EC50 in µM for titrated hits; hit rate 1% among 290,000; in the data active = inhibition mostly above about 36%, no sharp cut-off; inactive = mostly below about 34%;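 note: HEK-293T reporter cells stimulated with the NOD1 agonist gamma-tri-DAP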
PMI inhibitors – inhibitors of human PMI, primary screen, biochemical, fluorescence intensity, coupled assay (AID 1209). hit rate 0.42% among 190,000. purified PMI enzyme, coupled fluorescence intensity; higher % means a stronger effect. one-dose inhibition, % at 20 µM; IC50 in µM for titrated hits;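 note: plate controls were DMSO vehicle for no effect and wells lacking substrate for full effect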
XIAP displacement – small molecules displacing peptide from XIAP – biochemical, IAP family, fluorescence polarization (AID 1018). hit rate 0.007% among 200,000. displacement, % at 20 µM, or IC50 in µM where a hit was titrated. XIAP BIR domain, fluorescence polarization peptide displacement; higher % means a stronger effect; in the data active = displacement above about 50%; note: a part of the inactive calls stands beside numbers as strong as those of hits
TNAP activators – human TNAP enzyme activators, primary screen, biochemical, luminescent, no phosphate acceptor, uHTS (AID 1001) | hit rate 0.03% among 200,000 | activation fold at 20 µM, or EC50 in µM where a hit was titrated | purified TNAP, luminescent activation assay, no phosphate acceptor; higher activation fold means a stronger effect; in the data active = activation fold from about 3, or a potency from the dose series; inactive = the rest, 99 in 100 with activation fold below about 1.6; note: many of its hits are not listed in these tables
An asterisk follows results filed as active; x = no result given; [ ] = another dose, or the depositor's remark. Cut-off read from the data, not from the text of the source, unless noted: active = inhibition above about 50%; inactive = the rest. An excerpt; count on the stated rates, not on these rows.

Values run as follows: TNAP activators	PMI inhibition	HEK293 NOD2/NF-kB	NOD1 NF-kB reporter	KOR beta-arrestin-1	KOR beta-arrestin-2	XIAP displacement	LYP inhibition	PMI inhibitors
- CCCCn1c(N)c(N2CCOCC2)c(=O)n(CC(=O)NCCc2ccccc2)c1=O
  1.2	-11%	-1%	-35%	5%	-3.5%	-3.1%	-1%	-9%
- O=C(c1ccc(CNc2c(N3CCCC3)c(=O)c2=O)cc1)N1CCc2ccccc2C1
  1.1	21%	4%	-14%	22%	-6.9%	-12%	3%	22%
- CC(C)c1ccc(C(C(=O)NC2CCCCC2)N(C(=O)c2csnn2)C2CC2)cc1 (stereo not given)
  x	x	-8%	-6%	-41%	-0.7%	x	-4%	x
- COC(=O)[C@@H](NC(=O)NCc1cccs1)C(C)C
  1.1	-5%	-12%	9%	-1%	-2.0%	-4.7%	-5%	1%
- CC(=O)Nc1ccc(CN2CCCC(CCC(=O)NCc3ccccc3F)C2)cc1 (stereo not given)
  1.2	-5%	20%	-12%	-11%	-5.0%	-7.0%	-2%	-5%
- CC(=O)Nc1c(C(=O)N2CCCCCC2)cnn1-c1ccccc1
  1.1	-3%	16%	-4%	-4%	-7.4%	-3.0%	-12%	-3%
- Nc1c(-c2ccccc2)c(CN2CCOCC2)nn1-c1ccc(F)cc1
  1.3	-8%	5%	-4%	7%	-0.7%	-3.0%	-7%	1%
- Cc1ccc(NC(=O)Cn2nc([N+](=O)[O-])c(Br)c2C)cc1C
  1.1	6%	-6%	-1%	-8%	3.1%	-5.5%	4%	3%
- O=[N+]([O-])c1cccc(-c2nc(-c3ccncc3)no2)c1
  1.1	10%	-38%	8%	-18%	5.5%	-19%	-1%	10%
- CCS(=O)(=O)CCSc1nc2c(cc1C#N)CCCC2
  1.1	2%	-6%	-10%	-43%	-1.8%	-5.5%	-11%	5%
- Cc1cccc(CN2CCN(Cc3cccc4nonc34)CC2CCO)n1 (stereo not given)
  1.1	-3%	-5%	-22%	-24%[20 µM]	x	-6.6%	-8%	-4%
- CCOc1ccccc1NC=C1C(=O)OC2(CCCCC2)OC1=O
  1.1	9%	-6%	-15%	-26%	-0.7%	-2.2%	-1%	14%
- COC(=O)COc1cccc(NC(=O)C(c2ccccc2)c2ccccc2)c1
  x	x	0%	-32%	-42%[20 µM]	2.2%	x	-7%	x
- O=C(CSc1ccc(-c2ccccn2)nn1)NCc1ccc(Cl)cc1
  0.9	-21%	-4%	-2%	-8%	-6.1%	-2.5%	-5%	-8%
- COCCNC(=O)CSc1nc2sc(C)c(C)c2c(=O)n1-c1ccccc1
  x	x	22%	-3%	-19%	-4.0%	x	-1%	x
- COc1n[nH]c(C(=O)Nc2cc(F)ccc2C)c1[N+](=O)[O-]
  1	-9%	16%	-25%	22%	5.0%	-7.8%	-8%	-8%
- CCOC(=O)c1cccnc1SC(CC)C(=O)NCc1ccco1 (stereo not given)
  1.1	3%	11%	8%	-23%	-4.5%	-2.2%	-7%	3%
- O=c1c2c3c(sc2nc(NCCO)n1-c1ccccc1)CCCC3
  x	x	10%	-11%	-10%	-2.5%	x	-1%	x
- COc1ccccc1C(=O)NC(=O)CSc1cccc[n+]1[O-]
  1	-7%	12%	-16%	2%	3.3%	-5.0%	6%	-5%
- O=C(CSC1=NCCN1)NC1CCCCCC1
  1.1	10%	17%	24%	-25%	-4.8%	-2.1%	-10%	9%

Another view of 2 compounds above.
molecule	TNAP activators	PMI inhibition	HEK293 NOD2/NF-kB	NOD1 NF-kB reporter	KOR beta-arrestin-1	KOR beta-arrestin-2	XIAP displacement	LYP inhibition	PMI inhibitors
COC(=O)COc1cccc(NC(=O)C(c2ccccc2)c2ccccc2)c1	x	x	0%	-32%	-42%[20 µM]	2.2%	x	-7%	x
O=C(CSc1ccc(-c2ccccn2)nn1)NCc1ccc(Cl)cc1	0.9	-21%	-4%	-2%	-8%	-6.1%	-2.5%	-5%	-8%

The results go on:
Values run as follows: TNAP activators	PMI inhibition	HEK293 NOD2/NF-kB	NOD1 NF-kB reporter	KOR beta-arrestin-1	KOR beta-arrestin-2	XIAP displacement	LYP inhibition	PMI inhibitors
- CC1CCCN(CCCOc2ccccc2-c2ccccc2)C1 (stereo not given)
  1.1	-11%	2%	-27%	30%	-4.7%	-2.7%	-5%	-10%
- O=C(NCC1CCCO1)c1ccc(Cl)c(F)c1F (stereo not given)
  1.1	-1%	13%	-12%	-1%	-5.1%	-3.4%	-7%	7%
- Cc1cc(NC(=O)CSc2nnc(-c3ccncc3)n2-c2ccccc2)no1
  1.2	-16%	0%	-15%	0%	0.6%	-1.6%	-6%	-18%
- COc1ccc(C(=O)n2nc(C)cc2Nc2ccccc2)cc1
  1	0%	-39%	-68%	-6%	-0.1%	-3.2%	5%	2%
- COc1cc(/C=N/N2CCN(C3c4ccccc4-c4ccccc43)CC2)ccc1O
  1	26%	4%	7%	-4%	3.6%	-6.1%	6%	24%
- CCCCCCCOc1ccc(C2(C)NC(=O)NC2=O)cc1 (stereo not given)
  x	x	5%	-11%	-1%	-1.1%	x	-7%	x
- CCOc1cc(C(=O)NCCC(=O)N2CCC3(CC2)NCCc2[nH]cnc23)cc(OCC)c1OCC
  x	x	11%	-9%	-24%	-2.7%	x	-7%	x
- CCCCNc1nc2c(c(=O)n(C)c(=O)n2C)n1Cc1cccc(OC)c1
  1.1	6%	9%	-28%	2%	5.3%	-4.2%	1%	-4%
- CCC(NC(=O)CCl)c1ccc(C)cc1 (stereo not given)
  1.1	-5%	-16%	6%	-12%	0.2%	-0.7%	-6%	-12%
- CC(=O)C1=C(O)C(=O)N(Cc2ccco2)C1c1cccc(F)c1 (stereo not given)
  1.1	-10%	-21%	-28%	-28%	3.4%	-1.5%	5%	-17%
- O=c1c(Cc2ccc(F)cc2)c(O)ccn1C1CCCCC1
  1.1	8%	-4%	-17%	12%	-4.7%	-4.0%	1%	11%
- COC(=O)CC1=Nc2ccccc2NC(=O)C1
  1.1	11%	-21%	-27%	29%	-2.3%	-6.7%	-1%	6%
- Cc1cccc(C)c1NC(=O)CSc1nnc(NC(=O)c2ccccc2C(=O)O)s1
  x	x	13%	-10%	14%	1.1%	x	-5%	x
- O=C(O)C1CC(=O)N(Cc2ccc(F)cc2)C1 (stereo not given)
  1	-15%	-2%	8%	-68%	1.3%	-5.0%	-10%	-10%
- CCN(Cc1cc2ccccc2[nH]c1=O)C(=O)C(C)C
  1.1	-11%	0%	-17%	-10%	7.4%	-2.3%	1%	-9%
- CCOC(=O)c1cc(C(O)(C(F)(F)F)C(F)(F)F)c(/N=C/N(C)C)o1
  1.1	-1%	14%	-22%	6%	1.4%	-0.5%	3%	-1%
- O=C(COC(=O)c1ccccc1Cl)NCCC1=CCCCC1
  1.1	12%	1%	-28%	-8%	0.0%	-2.4%	0%	5%
- Cc1c(N=C2SCC(=O)N2c2c(C)n(C)n(-c3ccccc3)c2=O)c(=O)n(-c2ccccc2)n1C
  1.1	0%	21%	-2%	-49%	-0.5%	-2.2%	-9%	4%
- CCOC(=O)C1CCN(CC(=O)Nc2c(C(=O)OC)[nH]c3cccc(Cl)c23)CC1
  1.1	5%	-2%	-26%	32%	6.9%	0.6%	0%	-2%
- O=C(COC(=O)CCS(=O)(=O)c1ccc(Cl)cc1)Nc1ncc(Cl)cc1Cl
  1	4%	9%	34%	17%	2.9%	5.5%	2%	-9%
- COc1ccc(/C(N)=N/OC(=O)CC2CCCCC2)cc1OC
  x	x	9%	-11%	3%	-2.2%	x	-10%	x
- Cc1cccc(-c2noc(-c3ccccc3C(=O)NCC3CCCO3)n2)c1 (stereo not given)
  1	3%	-23%	-54%	7%	-7.8%	-6.2%	-1%	3%
- CCN(CC)CCCN1C(=O)C(=O)/C(=C(/O)c2cc(C)ccc2C)C1c1cccnc1 (stereo not given)
  1.1	2%	7%	0%	-8%	-2.2%	-2.9%	-7%	-1%
- O=C1C=C(O)c2c(O)cccc2C1=O
  x	x	-11%	9%	40%	5.3%	x	-7%	x
- Cc1csc(SCC(=O)NCc2cccc(Cl)c2)n1
  1.1	9%	12%	-36%	-5%	-1.7%	-4.9%	-6%	8%
- COc1ccc2c(C)c(CC(=O)N3CCN(C(=O)C4COc5ccccc5O4)CC3)c(=O)oc2c1 (stereo not given)
  x	x	22%	0%	6%	0.9%	x	-11%	x
- COc1ccc(C(C)NC(=O)c2ccccc2Br)cc1OC (stereo not given)
  1.2	-8%	11%	-22%	2%	-2.1%	-6.6%	0%	-4%
- c1ccc(CN2CCN(Cc3cn4cccnc4n3)CC2)cc1
  1.1	-1%	18%	-4%	17%	-1.0%	-2.5%	-12%	-1%
- CC(=O)N1C=CN(C(C)=O)C(c2cn(C)c3ccccc23)C1c1cn(C)c2ccccc12 (stereo not given)
  1.1	14%	-6%	-25%	32%	-3.6%	-0.1%	-3%	18%
- COc1ccc(/C=C/C(=O)NCC2COc3ccccc3O2)cc1OC (stereo not given)
  1.1	-2%	18%	19%	-30%[20 µM]	x	1.0%	2%	3%
- COc1ccc(-n2nnnc2SCC(=O)Nc2cccc(NC(C)=O)c2)cc1OC
  1.1	17%	6%	-25%	-4%	4.0%	-4.8%	-6%	15%
- Nn1c(SCc2ccccc2)nnc1-c1ccccn1
  1.1	-7%	-38%	-7%	-11%	2.0%	-3.7%	-4%	-3%
- CCNc1nc(Oc2ccc(C(=O)OCC)cc2)nc(N2CCOCC2)n1
  1	10%	-21%	-37%	-46%	2.5%	-7.3%	-4%	-6%
- Cc1[nH]c2ccccc2c1/C=N/Nc1ccc([N+](=O)[O-])cc1
  0.7	4%	-121%	-22%	2%	-2.5%	-8.4%	4%	10%
- Cn1c(C(=O)N[C@@H](C(=O)O)c2ccccc2)cc2cc(F)ccc21
  x	x	8%	-8%	14%	-3.7%	x	-6%	x
- O=[N+]([O-])c1cnc2ccccc2c1
  1.1	4%	3%	-27%	-26%	2.1%	1.3%	-3%	-3%
- CCn1cc(C(=O)N2CCN(c3ccc(C(C)=O)cc3)CC2)c2cc(OC)c(OC)cc2c1=O
  1.1	0%	23%	-16%	-2%	-0.6%	-3.8%	1%	2%
- COc1nc(-c2cnccn2)sc1C
  1.1	-10%	-1%	-44%	-8%	-5.2%	-0.9%	-3%	-6%
- CCCCC(=O)OCC(=O)Nc1ccc(OC(F)F)cc1
  1	9%	4%	10%	20%	-12%	0.9%	-1%	5%
- CCOc1cccc(CNCc2ccncc2)c1
  x	x	22%	-8%	5%[20 µM]	-2.5%	x	-16%	x
- CN=C(Nc1ccc(Cl)cc1)c1cccc(C(F)(F)F)c1
  1.1	-2%	1%	6%	-10%	1.5%	-2.6%	-5%	4%
- Cc1ccc(C(C)C)c(Oc2cnccn2)c1
  x	x	0%	-6%	0%	0.0%	x	-9%	x
- CCCCCc1ccc(CC(=O)Nn2c(C)nc3ccccc3c2=O)cc1
  1.1	-1%	39%	43%	-28%	-0.4%	-8.0%	1%	6%
- CCN1CCSc2ccc(C(=O)Nc3ccc(NC(C)=O)cc3)cc21
  1.6	2%	13%	4%	5%	1.0%	-3.7%	-7%	12%

High-throughput results: PubChem, Sanford-Burnham Center for Chemical Genomics
